Source: PubChem BioAssay
Growth percent in the NCI-60 one-dose screen (48 h, 10 µM unless noted): 100 = growth as untreated, 0 = no growth, -100 = all killed.
HCT-15 – HCT-15 colon cancer; AID 1794746; actives 5.2% (n = 82,000)
KM12 – KM12 colon cancer cells | actives 5% (n = 82,000)
COLO 205 – COLO 205 colon cancer. AID 1794742. actives 7.3% (n = 79,000)
NCI-H460 – NCI-H460 lung cancer; actives 6.8% (n = 82,000); AID 1794736
SW-620 – SW-620 colon cancer; actives 5.2% (n = 82,000); AID 1794795
HT29 – HT29 colon cancer. actives 7.4% (n = 81,000)
HCT-116 – HCT-116 colon cancer | actives 7.3% (n = 82,000)
NCI-H322M – NCI-H322M lung cancer | actives 2.7% (n = 80,000)
NCI-H226 – NCI-H226 lung cancer. AID 1794732. actives 3.5% (n = 79,000)
The depositor's hits bear a star; & = joins results of further samples. Rule for the calls: active = growth percent below 10; inactive = the rest.

How did NC1=NC(c2ccccc2)C2=C(N1)/C(=C/c1ccccc1)CCC2 (stereo not drawn) do in these assays?
HCT-15: 85; KM12: 47; COLO 205: 112; NCI-H460: 99; SW-620: 73; HT29: 32; HCT-116: -53*; NCI-H226: 109

How did COc1cnc2c(c1)C(=O)c1c-2n(CCCNCCO)c(=O)c2cc(OC)c(OC)cc12 do in these assays?
HCT-15: 32; KM12: 54; COLO 205: 15; NCI-H460: 10; SW-620: 38; HT29: 12; HCT-116: 1.7*; NCI-H322M: 31; NCI-H226: 15

How did Nc1nc2c(ncn2C2OC3COP(=O)(O)OC4C(COP(=O)(O)OC2C3O)OC(n2cnc3c(N)ncnc32)C4O)c(=O)[nH]1 (stereo not drawn) do in these assays?
HCT-15: 106; KM12: 104; COLO 205: 98; NCI-H460: 108; SW-620: 107; HT29: 97; HCT-116: 94; NCI-H322M: 105; NCI-H226: 76

Results for CCCCN1C(=O)C(O)(CC(=O)c2cc3ccccc3oc2=O)c2ccccc21 (stereo not drawn) ?
HCT-15: 91; KM12: 97; COLO 205: 118; NCI-H460: 103; SW-620: 117; HT29: 104; HCT-116: 80; NCI-H322M: 105; NCI-H226: 93

How did Cc1cc(C)c2c(Cn3nnc(N)c3C#N)cc(=O)oc2c1 do in these assays?
HCT-15: 87; KM12: 91; COLO 205: 83; NCI-H460: 84; SW-620: 79; HT29: 76; HCT-116: 75; NCI-H322M: 86; NCI-H226: 85

Results for COc1cc(-c2cnnn2-c2nonc2N)cc(OC)c1OC ?
HCT-15: 103; KM12: 106; COLO 205: 110; NCI-H460: 107; SW-620: 112; HT29: 101; HCT-116: 103; NCI-H322M: 100; NCI-H226: 91

What do the screens show for `O=C(Nc1cc(C(F)(F)F)cc(C(F)(F)F)c1)Nc1ccccc1B(F)F`?
HCT-15: 73; KM12: 86; COLO 205: 103; NCI-H460: 61; SW-620: 91; HT29: 86; HCT-116: 71; NCI-H322M: 106; NCI-H226: 80

How did CC(=O)NC1CCC(OC(=O)Nc2ccccc2)CC1 (stereo not drawn) do in these assays?
HCT-15: 98; KM12: 104; COLO 205: 100; NCI-H460: 105; SW-620: 100; HT29: 103; HCT-116: 101; NCI-H322M: 124; NCI-H226: 110

How did COc1ccc(-n2c(=O)nc(NCc3ccc(C(C)(C)C)cc3)[nH]c2=O)cc1 do in these assays?
HCT-15: 98; KM12: 108; COLO 205: 109; NCI-H460: 105; SW-620: 110; HT29: 93; HCT-116: 115; NCI-H322M: 110; NCI-H226: 100

How did CCCCCCc1ccc(C(O)CN(CCCCC)CCCCC)cc1 (stereo not drawn) do in these assays?
HCT-15: 81; KM12: 87; COLO 205: 85; NCI-H460: 102; SW-620: 80; HT29: 53; HCT-116: 65; NCI-H322M: 106; NCI-H226: 85

How did COc1ccc(-c2nc3ccc(-c4nnc(SCC(=O)Nc5ccc(C(=O)/C=C/c6ccc(Cl)cc6)cc5)o4)cc3[nH]2)cc1 do in these assays?
HCT-15: 86; KM12: 103; COLO 205: 117; NCI-H460: 104; SW-620: 97; HT29: 104; HCT-116: 100; NCI-H322M: 100; NCI-H226: 94

Results for [2H]c1c([2H])c(C2([2H])C([2H])NC([2H])C([2H])C2[2H])c([2H])c([2H])c1-n1cc2cccc(C(N)=O)c2n1 (stereo not drawn) ?
HCT-15: 84; KM12: 88; COLO 205: 82; NCI-H460: 77; SW-620: 72; HT29: 78; HCT-116: 77; NCI-H322M: 84; NCI-H226: 91

How did COc1ccccc1/C=C/C(=O)CCC(=O)O do in these assays?
HCT-15: 113; KM12: 114; COLO 205: 120; NCI-H460: 111; SW-620: 107; HT29: 107; HCT-116: 101; NCI-H322M: 101; NCI-H226: 104

What do the screens show for `S=c1oc(-c2cc(-c3ccccc3)nc3ccccc23)nn1CN1CCOCC1`?
HCT-15: 103; KM12: 101; COLO 205: 115; NCI-H460: 100; SW-620: 107; HT29: 101; HCT-116: 101; NCI-H322M: 104; NCI-H226: 109

How did COc1ccc(/C=C2\CCC3=C2Nc2nc(SC)[nH]c(=O)c2C3c2ccc(OC)cc2)cc1 (stereo not drawn) do in these assays?
HCT-15: 94; KM12: 91; COLO 205: 105; NCI-H460: 104; SW-620: 105; HT29: 88; HCT-116: 98; NCI-H322M: 87; NCI-H226: 100

What do the screens show for `Nc1nc(Nc2ccccc2Cl)cc(=O)[nH]1`?
HCT-15: 114; KM12: 106; COLO 205: 125; NCI-H460: 106; SW-620: 101; HT29: 106; HCT-116: 104; NCI-H322M: 123; NCI-H226: 97

How did CC1(C)NC2=C(C(Nc3cccnc3)N1)C(c1ccc(O)cc1)C(C(=O)c1ccc(N=[N+]=[N-])cc1)O2 (stereo not drawn) do in these assays?
HCT-15: 103; KM12: 100; COLO 205: 116; NCI-H460: 104; SW-620: 103; HT29: 104; HCT-116: 105; NCI-H322M: 101; NCI-H226: 111

What do the screens show for `OC(CCN1CCCCC1)(c1ccccc1)c1ccccc1`?
HCT-15: 104; KM12: 113; COLO 205: 103; NCI-H460: 116; SW-620: 107; HT29: 96; HCT-116: 102; NCI-H322M: 98; NCI-H226: 104

Results for O=C1c2ccc3c4ccc5c6c(ccc(c7ccc(c2c37)C(=O)N1CCC[P+](c1ccccc1)(c1ccccc1)c1ccccc1)c64)C(=O)N(CCC[P+](c1ccccc1)(c1ccccc1)c1ccccc1)C5=O ?
HCT-15: 68; KM12: 10; COLO 205: 15; NCI-H460: 28; SW-620: 24; HT29: 26; HCT-116: 46; NCI-H322M: 84; NCI-H226: 105

How did Clc1nc(Cl)c2c(ccn2Cc2ccccc2)n1 do in these assays?
HCT-15: 95; KM12: 92; COLO 205: 104; NCI-H460: 103; SW-620: 60; HT29: 95; HCT-116: 78; NCI-H322M: 106; NCI-H226: 92

Part of the list above in order of SMILES length, smallest number first:
How did Cc1cc(C)c2c(Cn3nnc(N)c3C#N)cc(=O)oc2c1 do in these assays?
HCT-15: 87; KM12: 91; COLO 205: 83; NCI-H460: 84; SW-620: 79; HT29: 76; HCT-116: 75; NCI-H322M: 86; NCI-H226: 85

Results for CCCCN1C(=O)C(O)(CC(=O)c2cc3ccccc3oc2=O)c2ccccc21 (stereo not drawn) ?
HCT-15: 91; KM12: 97; COLO 205: 118; NCI-H460: 103; SW-620: 117; HT29: 104; HCT-116: 80; NCI-H322M: 105; NCI-H226: 93

How did COc1ccc(-n2c(=O)nc(NCc3ccc(C(C)(C)C)cc3)[nH]c2=O)cc1 do in these assays?
HCT-15: 98; KM12: 108; COLO 205: 109; NCI-H460: 105; SW-620: 110; HT29: 93; HCT-116: 115; NCI-H322M: 110; NCI-H226: 100

How did COc1ccc(/C=C2\CCC3=C2Nc2nc(SC)[nH]c(=O)c2C3c2ccc(OC)cc2)cc1 (stereo not drawn) do in these assays?
HCT-15: 94; KM12: 91; COLO 205: 105; NCI-H460: 104; SW-620: 105; HT29: 88; HCT-116: 98; NCI-H322M: 87; NCI-H226: 100

Other compounds:
What do the screens show for `O=S(=O)(OCCOS(=O)(=O)c1ccccc1)c1ccccc1`?
HCT-15: 92; KM12: 101; COLO 205: 112; NCI-H460: 98; SW-620: 102; HT29: 92; HCT-116: 87; NCI-H322M: 98; NCI-H226: 88

How did COc1cc(-c2ncn(/C=C\c3nnco3)n2)cc(C(F)(F)F)c1 do in these assays?
HCT-15: 18; KM12: 11; COLO 205: 0.1*; NCI-H460: 0.2*; SW-620: 15; HCT-116: 3.2*; NCI-H322M: 8.7*; NCI-H226: -0.2*

How did COc1cc(/C=C/C(=O)c2ccc(NC(=O)CSc3nnc(-c4ccccc4)o3)cc2)cc(OC)c1OC do in these assays?
HCT-15: 75; KM12: 94; COLO 205: 109; NCI-H460: 83; SW-620: 87; HT29: 81; HCT-116: 42; NCI-H322M: 106; NCI-H226: 90

Results for CCN(CC)C(=O)CSc1ccc(Cl)nn1 ?
HCT-15: 98; KM12: 103; COLO 205: 106; NCI-H460: 104; SW-620: 101; HT29: 106; HCT-116: 99; NCI-H322M: 101; NCI-H226: 98

Results for COc1ccc2cc(C#Cc3ccc(-n4c(/C=C/c5cc(OC)c(OC)c(OC)c5)nc5ccccc5c4=O)c(C)c3)ccc2c1 ?
HCT-15: 38; KM12: 58; COLO 205: 67; NCI-H460: 29; SW-620: 68; HT29: 59; HCT-116: 43; NCI-H322M: 110; NCI-H226: 78

Results for CC(=O)Oc1ccc2cc(-c3ccccc3)c(=O)oc2c1 ?
HCT-15: 96; KM12: 102; COLO 205: 98; NCI-H460: 101; SW-620: 106; HT29: 97; HCT-116: 98; NCI-H322M: 89; NCI-H226: 93

Results for Cc1cccc(C)c1NC(=O)Nc1cccc(C(F)(F)F)c1 ?
HCT-15: 89; KM12: 105; COLO 205: 111; NCI-H460: 93; SW-620: 96; HT29: 105; HCT-116: 96; NCI-H322M: 95; NCI-H226: 95

What do the screens show for `CC1CCCc2c1nc1nc(=S)n(-c3ccccc3)c(N)c1c2-c1ccc(Cl)cc1` (stereo not drawn)?
HCT-15: 90; KM12: 95; COLO 205: 139; NCI-H460: 90; SW-620: 106; HT29: 99; HCT-116: 66; NCI-H322M: 97; NCI-H226: 114

What do the screens show for `O=C1CCC(=O)N1CC(O)COc1ccccc1` (stereo not drawn)?
HCT-15: 118&109; KM12: 108&104; COLO 205: 139&116; NCI-H460: 118&111; SW-620: 107&100; HT29: 102&115; HCT-116: 115&105; NCI-H322M: 122&118; NCI-H226: 118&101

What do the screens show for `C=C(CN=[N+]=[N-])[C@@H]1CC[C@]2(C(=O)OC)CC[C@]3(C)[C@H](CC[C@@H]4[C@@]5(C)CCC(=O)C(C)(C)[C@@H]5CC[C@]43C)[C@@H]12`?
HCT-15: 97; KM12: 92; NCI-H460: 90; SW-620: 90; HT29: 95; HCT-116: 87; NCI-H322M: 96; NCI-H226: 88

Results for O=C(c1cc(-c2ccc(Cl)cc2)nc2ccccc12)N1N=C(c2ccccc2)CC1c1cc(-c2ccccc2)nn1-c1ccccc1 (stereo not drawn) ?
HCT-15: 57; KM12: 69; COLO 205: 85; NCI-H460: 49; SW-620: 81; HT29: 99; HCT-116: 68; NCI-H322M: 60; NCI-H226: 84

What do the screens show for `O=C1N(Cc2ccccc2)C(=O)C(Cc2ccccc2)(Cc2ccccc2)C(=O)N1Cc1ccccc1`?
HCT-15: 78; KM12: 90; COLO 205: 84; NCI-H460: 87; SW-620: 88; HT29: 65; HCT-116: 58; NCI-H226: 77

How did Cc1cc(=O)oc2cc(N(C)C)ccc12 do in these assays?
HCT-15: 94; KM12: 81; COLO 205: 126; NCI-H460: 96; SW-620: 96; HT29: 95; HCT-116: 88; NCI-H322M: 107; NCI-H226: 103

What do the screens show for `CCSc1nnc2n(Cc3ccccc3)c(=O)c3c(C)c(C(N)=O)sc3n12`?
HCT-15: 98; KM12: 105; COLO 205: 121; NCI-H460: 109; SW-620: 109; HT29: 100; HCT-116: 100; NCI-H322M: 102; NCI-H226: 94

What do the screens show for `C/C(=N\NC(N)=O)c1ccc(Cl)cc1`?
HCT-15: 110; KM12: 96; COLO 205: 109; NCI-H460: 104; SW-620: 100; HT29: 92; HCT-116: 95; NCI-H322M: 97; NCI-H226: 100

Results for O=C(O)CNC(=O)CSc1nnc(-c2ccc(NC(=O)c3cccnc3)cc2)o1 ?
HCT-15: 110; KM12: 108; COLO 205: 100; NCI-H460: 108; SW-620: 97; HT29: 115; HCT-116: 105; NCI-H322M: 104; NCI-H226: 107

What do the screens show for `OC(CN1CCCCC1)c1cc(Cl)cc(Cl)c1` (stereo not drawn)?
HCT-15: 108; COLO 205: 112; NCI-H460: 105; SW-620: 106; HT29: 91; HCT-116: 95; NCI-H322M: 104; NCI-H226: 93

What do the screens show for `Nc1ncnc2sc(-c3ccc(Cl)cc3)c(-c3ccccc3)c12`?
HCT-15: 89; KM12: 80; COLO 205: 97; NCI-H460: 102; SW-620: 109; HT29: 83; HCT-116: 86; NCI-H322M: 100; NCI-H226: 98

What do the screens show for `O=c1cnn(C2OC(COP(=O)(O)O)C(O)C2O)c(=O)[nH]1` (stereo not drawn)?
HCT-15: 43; KM12: 64; COLO 205: 86; NCI-H460: 22; SW-620: 48; HT29: 62; HCT-116: 38; NCI-H322M: 97; NCI-H226: 78

Hits appear at their usual frequency. Share with any hit: about 11%.
